Bioassay records as filed in PubChem BioAssay.
GALK inhibitor: blocks human galactokinase activity | P51570 | Purified GALK, Kinase-Glo residual ATP luminescence | Potency, µM (titrated, usually from 57.5 µM), inactives show at the highest dose activity change, negative = inhibition, actives largely listed as inhibitors | 270,000 compounds, 0.007% hits | AID 1868; note: potency is the fitted concentration of half-maximal effect; % is set by controls: 0 for no effect and ±100 for the full control effect
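The enzyme phosphorylates galactose (100 uM) using ATP (35 uM); inhibition is detected as higher residual ATP, quantified by bioluminescence after 1 h reaction at room temperature, pH 8.0.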
PKM2 activator: increases activity of human pyruvate kinase M2; P14618; purified PKM2, Kinase-Glo ATP luminescence, activation; response scale: 0% is enzyme alone, no compound; 260,000 compounds, 0.34% hits; Potency, µM (highest dose often 57.5 µM), without a hit: top-dose activation, most hits filed as activators; AID 1631; note: potency is the fitted concentration of half-maximal effect; % is set by controls: 0 for no effect and ±100 for the full control effect; nearly all actives have a fitted effect of over 55% in size
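hPK-M2, >95% pure; 0.1 mM ADP / 0.5 mM PEP final; imidazole pH7.2 buffer w/ 7 mM MgCl2, 50 mM KCl; 1 h RT; Kinase-Glo lum. Intermediate enzyme activity for dual inhibitor/activator qHTS.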
Giardia kill: kills Giardia lamblia. Giardia lamblia trophozoite viability. AID 540267. 340,000 compounds, 0.15% hits. activity change, % at 7.66 µM, hits read low; in the data active = activity change below about -80%; inconclusive = between about -30% and that limit;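 note: parasites exposed to compound for two days anaerobically before the ATP read; % is set by controls: 0 for no effect and ±100 for the full control effect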
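Luminescence from cellular ATP indicates surviving trophozoites (100 cells/well) following 48 hrs anaerobic compound treatment at 37 deg C; signal develops 15-30 min at room temperature.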
FBPA coupling cs: coupling enzyme interference in Giardia aldolase counter-screen; coupling enzyme system counterscreen, AmpLite Red fluorescence; activity change, negative = inhibition, % at 58.2 µM, hits read low; 290,000 compounds, 0.67% hits; AID 2472; in the data active = activity change below about -30%; note: % is set by controls: 0 for no effect and ±100 for the full control effect
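Counterscreen of the coupled detection system alone, without aldolase: glyceraldehyde-3-phosphate coupling enzymes plus AmpLite Red readout. Compounds at 57.5 uM final, 10 min RT preincubation, 20 min RT reaction, fluorescence 525/598 nm.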
KCNH2 3.1 inh: inhibitors of human KCNH2 3.1 potassium channel isoform; activity change, % (tested at about 1.8 µM); 340,000 compounds, 0.95% hits; AID 720553; U2OS KCNH2 3.1, thallium flux FluxOr; stronger effect = lower value;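 active = maximum activity change below -70%; inconclusive = maximum activity change from -70% to -50%; inactive = maximum activity change above -50%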;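 note: thallium influx rate constant from kinetic fluorescence after stimulation buffer; % is set by controls: 0 for no effect and ±100 for the full control effect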
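Thallium flux via FluxOr fluorescence (Red40 quencher, 45 min loading) in U2OS cells virally expressing the KCNH2 3.1 isoform (1.77 x 10^8 /mL virus, overnight at 37 C). Rate constants from 2-min kinetic reads post-stimulation, normalised to positive and negative controls.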
B2AR arrestin: agonists driving beta-arrestin recruitment to human beta2-adrenergic receptor. beta-arrestin recruitment to beta2AR, cell-based reporter. Potency, µM (doses to about 46.1 µM), for inactives: top-dose activation, most hits filed as activators. 330,000 compounds, 0.02% hits. AID 492947;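 note: potency is the fitted concentration of half-maximal effect; 0% = DMSO controls and full agonism = EC100 isoproterenol or metaproterenol; nearly all actives have a fitted effect of over 65% in size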
hERG WT inh: blocks the wildtype human KCNH2 potassium channel; 340,000 compounds, 0.37% hits; activity change, % at 1.84 µM; U2OS, BacMam KCNH2, thallium flux FluxOr; stronger effect = lower value; AID 720551; Q12809;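 active = maximum activity change below -70%; inconclusive = maximum activity change between -70% and -50%; inactive = maximum activity change above -50%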; note: % is set by controls: 0 for no effect and ±100 for the full control effect
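U2OS cells were transduced with wild-type KCNH2 virus (2.03 x 10^8 / mL) for 4 h at room temperature, then cultured overnight at 37 C. Thallium flux was read with FluxOr dye. Rate constants were normalized to DMSO controls.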
MLL CXXC-DNA inh: blocks binding of human MLL CXXC domain to DNA | Q03164 | MLL-CXXC / FITC-HOXA9 DNA fluorescence polarization | Potency, µM (highest dose often 115 µM), inactives show at the top dose activity change, negative = inhibition, most hits filed as inhibitors | 290,000 compounds, 0.037% hits; active = well fitted inhibition curve with a large enough effect in the polarisation, with a control signal flat, not every such curve was filed as active; inconclusive = small, poorly fitted or top-dose-only effect, or effect the other way, or a change in a side signal; inactive = no such curve, though single readings can be large or run the other way; the % refers to the polarisation; note: potency is the fitted concentration of half-maximal effect
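Fluorescence polarization: 7 uM MLL-CXXC (stock) preincubated 5 min with compounds, then 50 nM fluorescein-HOX-A9 DNA (stock) added; 30 min ambient. Buffer 50 mM Tris-HCl pH 7.5, 50 mM NaCl, 1 mM DTT, 0.05% BSA.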
Menin MLL FP TR: menin-MLL binding inhibition, Texas Red mutant peptide. O00255. AID 1768. Potency, µM (highest dose often 61.6 µM), inactives show at the highest dose FP activity change, negative = inhibition, most hits filed as inhibitors. 270,000 compounds, 0.23% hits. Menin + Texas Red MLL mutant peptide, fluorescence polarization; active = well fitted inhibition curve with a large enough effect in the polarisation, with a control signal flat, not every such curve was filed as active; inconclusive = small, poorly fitted or top-dose-only effect, or effect the other way, or a change in a side signal; inactive = no such curve, though single readings can be large or run the other way; the % refers to the polarisation; note: potency is the fitted concentration of half-maximal effect; % of control where 0% means no effect; many of its hits are not listed in these tables
TRPV1 agonist: agonists of human vanilloid receptor 1 (TRPV1); AID 540275; Q8NER1; activation, % at 8.33 µM; TRPV1-expressing cells, Fluo-8 calcium influx, agonist mode; 320,000 compounds, 0.19% hits; in the data active = activation above about 80%; inconclusive = between about 30% and that limit; note: 0% is about no effect
Target sequence (Q8NER1 whole entry, looked up): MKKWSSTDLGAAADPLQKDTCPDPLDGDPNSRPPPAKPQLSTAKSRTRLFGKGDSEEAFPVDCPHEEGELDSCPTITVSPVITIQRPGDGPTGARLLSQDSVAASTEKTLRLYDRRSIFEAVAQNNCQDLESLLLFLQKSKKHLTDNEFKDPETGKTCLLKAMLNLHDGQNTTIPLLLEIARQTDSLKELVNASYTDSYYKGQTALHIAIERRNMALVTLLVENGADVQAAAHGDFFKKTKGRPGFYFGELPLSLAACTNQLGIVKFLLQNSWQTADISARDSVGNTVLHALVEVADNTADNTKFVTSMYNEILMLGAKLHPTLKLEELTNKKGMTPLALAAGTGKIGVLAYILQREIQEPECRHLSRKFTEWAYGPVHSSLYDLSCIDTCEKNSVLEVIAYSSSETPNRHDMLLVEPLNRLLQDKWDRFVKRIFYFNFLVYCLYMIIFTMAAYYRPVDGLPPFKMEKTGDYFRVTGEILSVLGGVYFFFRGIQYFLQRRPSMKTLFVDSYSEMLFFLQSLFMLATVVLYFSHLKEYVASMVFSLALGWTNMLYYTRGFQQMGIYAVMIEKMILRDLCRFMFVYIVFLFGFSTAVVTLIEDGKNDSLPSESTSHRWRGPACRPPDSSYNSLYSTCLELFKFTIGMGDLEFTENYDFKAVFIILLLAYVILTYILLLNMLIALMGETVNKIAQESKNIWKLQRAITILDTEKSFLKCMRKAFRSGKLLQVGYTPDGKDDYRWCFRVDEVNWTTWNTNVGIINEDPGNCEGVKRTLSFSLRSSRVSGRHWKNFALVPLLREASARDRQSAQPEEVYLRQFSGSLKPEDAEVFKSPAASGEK
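Cells expressing TRPV1 were dye-loaded with Fluo-8 and read kinetically: 10 s baseline, 3 min after compound (agonist portion), then 2 min after EC20 capsaicin (allosteric enhancer portion). Calcium-bound dye fluorescence at 480/520 nm.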
USP2a inh: USP2a (human) protease inhibition; O75604; USP2 core, Ub-CHOP2 coupled fluorogenic reporter, 485/531; Potency, µM (series often up to 38.3 µM), without a hit: at the highest dose activity change, negative = inhibition, actives largely listed as inhibitors; 330,000 compounds, 0.01% hits; AID 463254;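 note: potency is the fitted concentration of half-maximal effect; plate controls were DMSO wells for no effect and full inhibition by NEM control for full effect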
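USP2 core (10nM final) preincubated 30min RT with compound in 20mM Tris-HCl pH 8.0, 2mM CaCl2, 2mM beta-mercaptoethanol, 0.05% CHAPS; 25nM Ub-CHOP2 plus 25nM reporter substrate added, fluorescence (Ex485/Em531) read after 60min.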
* hit, by the source's call; i = inactive; u = inconclusive; x = not tested or not shown; [ ] = remark or other dose. Unless noted, calls come from the whole dose curve; as a rule, active = well fitted curve in the direction sought with a large enough effect; inconclusive = small, poorly fitted or top-dose-only effect, or another doubt; inactive = no such curve, though single readings can be large; an effect the other way counts as inactive or inconclusive. An excerpt; rates above refer to the full screens.

Molecule	GALK inhibitor	PKM2 activator	Giardia kill	FBPA coupling cs	KCNH2 3.1 inh	B2AR arrestin	hERG WT inh	MLL CXXC-DNA inh	Menin MLL FP TR	TRPV1 agonist	USP2a inh
O=C(NCCCN1CCOCC1)c1cc(-c2ccc3c(c2)OCO3)nc2ccccc12	2%	-7%	-4	-3	6	0.2%	-7	-4%	0%[11.7 µM]	x	1%
COc1ccccc1NS(=O)(=O)c1cc(C(=O)NCc2ccco2)ccc1C	-2%	6%	6	-2	5	0.1%	3	u	-2%	2	2%
COc1ccc(Cc2nnc(NC(=O)c3cccs3)s2)cc1OC	7%	-21%	6	2	-4	-0.1%	-15	15%	-8%	0	-1%
CCc1ccc(/C=N/NC(=O)c2ccccn2)cc1	10%	-46%	-5	4	11	-0.5%	-3	-20%	x	u	1%
COc1ccc(-c2ccc3c(c2)S(=O)(=O)c2cccc(C(=O)NCc4cccc(OC(F)(F)F)c4)c2C3=O)cc1OC	x	x	3	x	2	-0.1%	3	x	x	x	5%
COc1ccc(OC)c(S(=O)(=O)NCC(c2ccc3c(c2)OCO3)N2CCOCC2)c1 (stereo not given)	x	x	5	x	-4	-0.2%	-9	x	x	-1	0%
CN(C)S(=O)(=O)Oc1ccccc1C(=O)Nc1ccc(F)cc1	3%	1%	-9	1	-5	0.1%	i	-11%	32%[activator]	2	0%
O=C(CNS(=O)(=O)c1ccc(Cl)c(C(F)(F)F)c1)NC1CCCCC1	x	x	-5	x	9	0.1%	3	x	x	u	3%
O=C1NCC(COc2cccc3ccccc23)O1 (stereo not given)	0%	1%	7	0	-7	0.1%	0	13%	8%	0	-3%
O=C(CSc1nnc2c(n1)[nH]c1ccc(F)cc12)Nc1ccccc1F	-2%	x	-4	5	-8	0.0%	-20	62%[activator]	u	0	2%
CC1CCCCN1C(=O)c1cc(F)c(F)cc1Cl (stereo not given)	1%	0%	5	0	1	-0.3%	-1	-5%	-1%	2	1%
Cc1ccc(OC(C)C(=O)Nc2ccc(Cl)cn2)c([N+](=O)[O-])n1 (stereo not given)	x	x	-27	x	2	0.0%	-4	x	x	x	2%
CCCc1cc(=O)[nH]c(SCC(=O)N(C)Cc2ccccc2)n1	-1%	0%	11	-5	-12	-0.3%	-15	32%[activator]	-6%	-4	5%
CC1=C(C(=O)OC(C)(C)C)C(c2cccs2)NC(=O)N1 (stereo not given)	0%	-1%	5	0	12	-0.2%	-7	24%	-2%	3	0%
O=C(Nc1ccccc1)C1=C[C@@H](c2coc3ccccc3c2=O)C[C@@H](OCCCCO)O1	5%	-5%	-24	4	x	-0.7%	x	-1%	10%	-1	4%
O=C(CC(SCCO)c1ccc2c(c1)OCO2)c1ccco1 (stereo not given)	-2%	-5%	-4	1	7	-0.3%	-15	10%	0%	10	2%
CCN(c1ccccc1)S(=O)(=O)c1ccc(OC)c(NC(=O)c2c(C)noc2C)c1	x	x	3	x	-5	0.0%	-7	x	x	2	1%
Cc1ccc(Cl)cc1N1CCN(S(=O)(=O)c2ccc3[nH]c(=O)ccc3c2)CC1	x	7%	-19	4	-7	0.2%	-2	x	22%	13	2%
CCOc1ccc(S(=O)(=O)NCCC(=O)NCC2COc3ccccc3O2)cc1 (stereo not given)	x	x	13	x	-3	0.1%	-3	x	x	0	3%
CCCn1c(SCC(=O)NC2CCC(C)CC2)n[nH]c1=O (stereo not given)	x	x	-12	x	-1	-0.2%	1	x	x	0	-1%
O=S(=O)(c1ccc(N2CCOCC2)nc1)N1CCOCC1	3%	-5%	-19	-2	18	-0.1%	-4	-6%	x	-1	0%
CC1Cc2ccccc2N1S(=O)(=O)c1cccc(C(=O)NCC(c2ccco2)N2CCCC2)c1 (stereo not given)	x	x	2	x	3	3.8%	6	x	x	0	-1%
Cc1cc2ccccc2nc1SCC(=O)Nc1nc(-c2ccccc2)cs1	x	4%	5	1	-7	-0.6%	1	21%	x	4	0%
CCn1c(C)nnc1SCC(=O)Nc1ccccc1Cl	3%	2%	20	0	3	-0.3%	-10	3%	3%	-5	1%
COc1ccc(CC(=O)OCC(=O)NC(=O)NC(C)C)cc1	1%	-3%	1	1	-8	-0.2%	-2	3%	0%	0	1%

Further compounds follow.
Molecule	GALK inhibitor	PKM2 activator	Giardia kill	FBPA coupling cs	KCNH2 3.1 inh	B2AR arrestin	hERG WT inh	MLL CXXC-DNA inh	Menin MLL FP TR	TRPV1 agonist	USP2a inh
CCn1c(COc2ccccc2C)nnc1SCC(=O)Nc1ccc2c(c1)OCCO2	-4%	0%	-8	0	4	-0.2%	-1	29%	-11%	0	0%
Cc1ccc(Cc2cnc(N3C(=N)SC(C)C3=O)s2)cc1 (stereo not given)	-2%	2%	-6	0	0	-0.1%	-8	4%	5%	20	-3%
O=C(C1CCN(S(=O)(=O)c2ccccc2F)CC1)N1CCCC1	x	x	20	x	-3	-0.2%	-7	x	x	7	0%
Cc1ccccc1NC(=S)NCc1ccc2c(c1)OCO2	-2%	6%	2	0	1	-0.2%	3	-10%	6%	-7	-8%
CC(=O)NCCC(=O)Nc1cccc(S(=O)(=O)N(C)c2ccccc2)c1	0%	-1%	-10	2	3	10%	4	-2%	-4%	-2	-1%
CC1(C)CC(=O)c2c(n(S(=O)(=O)c3ccccc3)c3ccc(NS(=O)(=O)c4ccccc4)cc23)C1	0%	-2%	13	-2	-9	0.6%	-5	26%	-11%	-2	-11%
COc1cc2c(cc1OC)C(c1ccc3c(c1)OCO3)C1=C(CC(C)(C)CC1=O)N2 (stereo not given)	2%	1%	14	0	4	-0.1%	-19	5%	-13%	21	-2%
Cc1cc(C)c([N+](=O)[O-])cc1NC(=O)CCSc1ccccc1Cl	2%	-4%	-5	-1	-1	-0.6%	-18	2%	22%	-2	4%
Cc1cccc(C)c1NC(=O)CNc1ncnc2sc(C)c(C)c12	0%	-5%	3	3	-1	-0.1%	9	2%	5%	-3	7%
Cc1ccc(-c2nnc(SCC(=O)Nc3nc4c(s3)CCCC4)n2C)cc1	7%	4%	-6	1	8	-0.5%	-3	11%	u	-3	2%
Cc1nn(-c2ccccc2)c(Cl)c1C(=O)NNC(=O)c1ccncc1	x	x	2	x	1	0.4%	8	x	x	-5	2%
O=C(NC1CCCc2c1cnn2-c1ccc(F)cc1F)c1cnccn1 (stereo not given)	11%	1%	-15	1	19	-1.2%	-6	-9%	-12%	16	2%
C=CCOC(=O)/C(=C/c1cccnc1)NC(=O)c1ccccc1	-1%	6%	8	-1	20	0.1%	6	-10%	x	11	0%
N#Cc1c2c(nc(N)c1-c1ccccc1)CCCCC2	-2%	-2%	8	5	22	0.2%	-10	9%	2%	1	0%
CC1(C)CC(=O)C2=C(C1)OC(N)=C(C#N)C2c1ccccc1[N+](=O)[O-] (stereo not given)	0%	0%	-2	-12	23	5.2%	0	19%	16%	2	16%
CC(=O)Nc1ccc(NC(=O)C2CCN(C(=O)C3CC(=O)N(c4ccc(C)cc4)C3)CC2)cc1 (stereo not given)	3%	x	23	0	-18	-0.9%	-12	3%	x	2	6%
CCCCn1c(N)c(N(CCC(C)C)C(=O)c2ccccc2-n2cnnn2)c(=O)[nH]c1=O	x	x	1	x	11	-0.4%	-2	x	x	1	-1%
Cc1ccc(C)c(C(=O)CN2Cc3ccccc3C2=O)c1	0%	5%	-23	0	3	-0.1%	-16	-4%	x	u	0%
COC(=O)C1=CNC=C(C(=O)OC)C1c1ccccc1Cl	0%	-1%	2	-6	7	0.0%	-11	-1%	-19%	-1	3%
CN(CCC#N)CC(=O)Nc1ccc(NC(=O)CN(C)CCC#N)cc1	-2%	4%	3	1	-4	-1.0%	-8	2%	-15%	-1	-1%
